Myeloid diff 2: promotes myeloid progenitor differentiation; ER-HoxA9 myeloid progenitors, lysozyme-GFP differentiation, flow cytometry; calls only at 10 µM; actives 1% (n = 360,000);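 active means normalized GFP-positive differentiation at or above the plate's own cutoff, the solvent-only control mean plus 3 SD; inconclusive means no clear call, values can overlap the other calls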;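 further: cells exposed to compound for four days before flow analysis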
SV40 large T antigen: SV40 large T antigen inhibitors, biochemical (AID 1903); SV40 large T antigen ATPase/helicase inhibition assay; higher % means a stronger effect; inhibition, % at 20 µM; hits with a dose series show IC50 in µM; actives 0.39% (n = 310,000); in the data active means a potency from the dose series; inconclusive means inhibition mostly from about 32% at the one dose, without a potency; inactive means the rest, 99 in 100 with inhibition below about 32%; further: strong numbers were not always called active
West Nile antiviral: inhibition of WNV-induced cytopathic effect – cell-based, CPE readout (AID 1621). West Nile virus-infected cells, CPE inhibition; higher % means a stronger effect. CPE inhibition, % at 10 µM; hits with a dose series show IC50 in µM. actives 0.02% (n = 290,000); in the data active means a potency from the dose series; inconclusive means CPE inhibition mostly from about 3.7% at the one dose, without a potency; inactive means the rest, 99 in 100 with CPE inhibition below about 2.2%; further: strong numbers were not always called active
bCat nuc transl: alters nuclear translocation of beta-catenin in HeLa cells. immunofluorescence imaging. nuclear translocation activity, % at 5 µM. actives 0.3% (n = 190,000);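 active means nuclear translocation activity above 50% at 5 µM, with a well cell count of 50 or more; inconclusive means wells under 50 cells across six images, flagged as toxic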;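 further: per-cell ratio of nuclear to cytoplasmic median beta-catenin stain intensity; plate controls were DMSO negative control for no effect and GSK-3 inhibitor IX positive control for full effect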
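System: HeLa cells, endogenous beta-catenin; compound dosing: 5 µM primary single dose, 0.1% DMSO, 0.02–20 µM confirmation series; incubation: 24 h compound exposure at 37°C, 5% CO2; signal: beta-catenin immunofluorescence imaging with DAPI; evaluation: % activation, nuclear-to-cytoplasmic median beta-catenin signal ratio per cell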
Salmonella PhoP GFP: inhibitors of PhoP regulon expression, primary screen, Salmonella Typhimurium, GFP reporter (AID 1863) | S. Typhimurium PhoP-regulated promoter GFP reporter, 4 h; higher % means a stronger effect | inhibition, % at 50 µM; hits with a dose series show IC50 in µM | actives 0.16% (n = 300,000);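 active means inhibition over 29.93%, a cutoff 3 SD above the screen mean, later confirmed by dose response; inconclusive means inhibition over 29.93% but no dose response follow-up; inactive means inhibition at most 29.93% or unconfirmed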;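 further: 0% = low Mg2+ inducing control and 100% = high Mg2+ repressing control; strong numbers were not always called active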
WT yeast gro inh: growth inhibition of WT yeast, mitochondrial fusion screen; inhibition, % at 10 µM; mitochondrial fusion phenotypic screen, WT strain; actives 2.1% (n = 190,000); AID 1362; in the data active means inhibition above about 58%; tested in S. cerevisiae
T cell HTS: T cell immune modulators affecting CD8 T cell-vesicle binding; 2C CD8+ T cell-vesicle binding, flow cytometry; stronger effect = lower value; calls only at 7 µM; actives 0.068% (n = 330,000);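 active means response, share of CD8 T cells binding vesicles, and their 90th percentile fluorescence all below set limits, cut at about 80% in these data, passing the limit was not always enough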
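Incubation: binding step 1.5 h, 37 °C, antibody labelling 20 min, ice; system: murine 2C transgenic CD8+ T lymphocytes; technique: cytometric PE anti-B7-1 and Alexa647 anti-CD8 signals after 1% paraformaldehyde fixation; also added: QL9-charged Drosophila Ld/ICAM-1/B7-1 vesicles; control set: naked versus QL9-loaded vesicles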
Rac1 GTP hydrolysis: MgcRacGAP GTPase-activating activity inhibitors, confirmation, biochemical, ADP Hunter fluorescence; MgcRacGAP-stimulated Rac1 GTP hydrolysis, ADP Hunter fluorescence; higher % means a stronger effect; GST-tagged Rac1 F28L mutant substrate; actives 0.6% (n = 340,000); inhibition, % at 30 µM; hits with a dose series show IC50 in µM;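 active means first-screen hits whose inhibition reached a set limit at any dose in the follow-up dose series; inconclusive means inhibition above the set first-screen limit but never retested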;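 further: fluorescence reports GDP produced by GAP-driven GTP hydrolysis; strong numbers were not always called active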
RSV CPE inhibition: RSV antiviral activity via CPE protection, HEp-2 cells, primary 10 µM value included (AID 2391); HEp-2 cells, RSV-induced CPE inhibition; higher % means a stronger effect; CPE inhibition, % at 10 µM; hits with a dose series show IC50 in µM; actives 0.13% (n = 310,000); in the data active means a potency from the dose series; inconclusive means CPE inhibition mostly from about 23% at the one dose, without a potency; inactive means the rest, 99 in 100 with CPE inhibition below about 21%; further: strong numbers were not always called active
WT yeast gro inh mutant strain: recorded beside WT yeast gro inh, whose call it bears; inhibition, %; mitochondrial fusion phenotypic screen, mutant strain inhibition
bCat nuc transl cell count 5 µM: second read-out of bCat nuc transl, no call of its own (marks repeat the call); cell count; measured here: cell count, cytotoxicity flag
T cell HTS vesicle-bound %: second read-out of T cell HTS, no call of its own (marks repeat the call); double positive events, %; measured here: CD8+ vesicle-bound cell fraction;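 binding gate set so that unloaded-vesicle control wells show 10% double positive cells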
Myeloid diff 2 GFP+ MAC1+ %: recorded beside Myeloid diff 2, whose call it bears; GFP+ MAC1+ double positive, %; measured here: differentiation confirmed by MAC1 staining
* marks the source's active call; other numbers are inactive results; i = inactive; ? = inconclusive; · = not tested or not shown.

SMILES	Myeloid diff 2	Myeloid diff 2 GFP+ MAC1+ %	SV40 large T antigen	West Nile antiviral	bCat nuc transl	bCat nuc transl cell count 5 µM	Salmonella PhoP GFP	WT yeast gro inh	WT yeast gro inh mutant strain	T cell HTS	T cell HTS vesicle-bound %	Rac1 GTP hydrolysis	RSV CPE inhibition
NC(=O)Cc1ccc2sc(-c3ccccc3)nc2c1	i	0.6	0%	0.0%	·	·	6%	27	11	·	·	4%	·
Cc1cccnc1Nc1nc(-c2ccc(O)c(O)c2)cs1	i	2.9	?	-0.3%	·	·	-4%	7	3	i	6	?	22%
CC(C)(C)c1nc[nH]c(=O)c1Br	i	1.6	27%	0.0%	0.6	918	-3%	-14	7	i	37	3%	2.6%
CC1CCC/C(=C\Nc2ccc3c(c2)OCO3)C1=O (stereo unspecified)	i	1.1	10%	-0.3%	-2.4	1170	-1%	0	0	i	59	13%	0.5%
COc1ccc(N=C2SC(C(=O)Nc3ccc(OC)cc3)CC(=O)N2CCN2CCOCC2)cc1 (stereo unspecified)	i	1.3	11%	0.5%	·	·	4%	2	10	i	29	11%	0.1%
NC(=O)N/N=C/c1ccccc1OC(=O)c1cc2ccccc2oc1=O	i	0.6	12%	0.5%	·	·	-5%	·	·	i	21	-6%	4.3%
O=C(CN(C(=O)CNS(=O)(=O)c1ccccc1)C1CCCC1)NCc1ccco1	i	1.3	0%	1.2%	-0.9	1151	-4%	-2	-9	i	51	11%	1.1%
C=CCc1c(C)nc2c(-c3ccccc3)cnn2c1N1CCOCC1	i	0.2	-3%	0.1%	·	·	-5%	·	·	i	20	11%	4.0%
CC(C)=CCN1CCN(Cc2ccc(Sc3nncn3C)o2)CC1CCO (stereo unspecified)	i	0.1	4%	-0.3%	0.9	1145	-2%	-3	12	i	24	6%	0.7%
COCCCN1C(=O)c2ccc(C(=O)Nc3cccc(OC)c3)cc2C1=O	i	0.3	-3%	0.5%	-2.6	777	-14%	4	15	i	58	13%	0.7%
CC1(C)Cc2nc3sc4c(SCC(=O)NC(c5ccccc5)c5ccccc5)ncnc4c3cc2CO1	i	1.4	3%	-0.2%	0.4	1405	1%	-7	18	i	42	8%	6.6%
OCCC1CN(Cc2ccccc2O)CCN1CCCc1ccccc1 (stereo unspecified)	i	0.3	7%	-0.7%	·	·	-5%	·	·	i	63	7%	-0.3%
COc1cccc(OCC(Cn2c(C)nc3ccccc32)OC(C)=O)c1 (stereo unspecified)	i	0.1	-2%	-0.9%	1.9	1461	2%	-6	13	i	64	13%	13%
COc1ccc(N(CC(=O)Nc2cc(OC)ccc2OC)S(C)(=O)=O)cc1	i	3.2	1%	-0.7%	1.7	1057	-6%	-18	-12	i	32	9%	1.4%
CCOC(=O)c1ccc(N=C2NC(=O)CS2)cc1	i	2.0	0%	0.9%	·	·	-16%	-13	13	i	13	3%	7.5%
CCCC(=O)c1ccc(N2CCC(C)CC2)c(F)c1	i	0.1	1%	-0.3%	·	·	-2%	-1	7	i	56	-11%	1.2%
CCOCCCNC(=O)c1ccc2c(c1)ncn2-c1ccc(CC)cc1	i	1.0	21%	-0.5%	·	·	0%	·	·	i	44	5%	3.2%
O=C(Nc1ccc(N2CCCC2)c(Cl)c1)c1cccnc1	i	0.3	6%	0.2%	-1.4	1104	6%	14	16	i	26	12%	5.5%
CCn1c(CNC(=O)c2ccccc2Br)nnc1SCC(=O)NC1=NCCS1	i	0.8	2%	1.6%	·	·	3%	·	·	i	28	4%	-0.3%
Cc1cc(C(=O)NCC(=O)O)c(C)o1	i	1.0	16%	0.2%	·	·	0%	4	-10	i	47	0%	1.6%

The list goes on; the last two above are carried over.
SMILES	Myeloid diff 2	Myeloid diff 2 GFP+ MAC1+ %	SV40 large T antigen	West Nile antiviral	bCat nuc transl	bCat nuc transl cell count 5 µM	Salmonella PhoP GFP	WT yeast gro inh	WT yeast gro inh mutant strain	T cell HTS	T cell HTS vesicle-bound %	Rac1 GTP hydrolysis	RSV CPE inhibition
CCn1c(CNC(=O)c2ccccc2Br)nnc1SCC(=O)NC1=NCCS1	i	0.8	2%	1.6%	·	·	3%	·	·	i	28	4%	-0.3%
Cc1cc(C(=O)NCC(=O)O)c(C)o1	i	1.0	16%	0.2%	·	·	0%	4	-10	i	47	0%	1.6%
Cc1ccc(CNC(=O)c2cccc(S(C)(=O)=O)c2)cc1	i	1.1	5%	0.0%	-4.1	1134	39%	-5	-8	i	48	10%	2.2%
CC(C)(C)c1nc2ccccc2c2nnc(SCC(=O)NCc3ccco3)n12	i	1.0	9%	1.6%	-1.0	916	0%	10	8	i	17	8%	12%
COc1ccc(Br)cc1C(=O)Nc1cccc2ncccc12	i	0.7	1%	-0.2%	-3.1	1084	-1%	-9	9	i	54	5%	0.1%
CCOC(=O)c1ccccc1NC(=O)c1cn(-c2ccc(C)c(C)c2)c(=O)c2ccccc12	i	0.9	14%	-0.7%	-2.9	475	-9%	5	13	i	43	4%	1.6%
CCOC(=O)c1csc(NC(=O)c2ccc(OCC)cc2)n1	i	0.5	6%	-0.4%	0.9	1084	-7%	3	4	i	32	8%	2.8%
CC(=O)COC(=O)CNC(=O)c1ccc(Br)cc1	i	2.5	-5%	0.2%	1.9	1209	8%	-6	-4	i	29	-5%	1.1%
CC(C)(C)n1nnnc1C(c1ccncc1)N1CCCCCC1 (stereo unspecified)	i	5.5	18%	-0.6%	-3.0	899	0%	14	14	i	23	5%	1.1%
CN(C(=O)COC(=O)CSCc1cccc(Cl)c1)c1c(N)n(Cc2ccccc2)c(=O)[nH]c1=O	i	0.5	·	·	·	·	·	·	·	i	6	7%	0.6%
COc1ccc(CNC(=O)CCN2C(=O)c3ccccc3C2=O)cc1OC	i	1.5	6%	-0.4%	·	·	-5%	·	·	i	47	5%	0.9%
C=CCn1c(SCC(=O)Nc2cc(C)nn2-c2ccccc2)nnc1C1CCCCC1	i	2.0	5%	-0.7%	-1.9	1131	-9%	8	-7	i	41	-8%	1.9%
Cc1c(Cl)cccc1NC(=O)[C@@H](NC(=O)c1ccccc1Cl)C(C)C	i	0.5	2%	-1.5%	2.1	543	26%	8	-16	i	62	0%	-1.4%
COc1cccc(NC(=O)Nc2cc(C)on2)c1	i	0.6	11%	-0.3%	·	·	0%	·	·	i	49	5%	0.9%
COc1ccc(OC)c(S(=O)(=O)n2nc(C)cc2C)c1	i	0.9	7%	-1.0%	-0.1	1130	-8%	-6	-3	i	37	6%	0.5%
Cc1ccc(C(=O)CSc2ncnc3ccccc23)o1	i	0.6	21%	1.1%	3.9	953	-4%	1	-1	i	48	20%	-0.7%
CCN(CC)S(=O)(=O)c1ccc(OC)c(NC(=S)Nc2cccc(C)c2C)c1	i	0.2	12%	0.0%	-1.5	955	-5%	-13	-2	i	58	6%	3.2%
CNc1nc2[nH]c(=O)c3c(c2s1)OC(N)=C(C#N)C3c1cccc(F)c1 (stereo unspecified)	i	1.3	28%	·	2.9	1386	5%	16	-3	i	40	1%	-0.2%
NC(=O)c1ccc[n+](CC(=O)NCc2ccc(Cl)cc2)c1	i	0.5	7%	1.6%	·	·	4%	·	·	i	31	10%	1.2%
Cc1cccc(-c2nsc(SCC(=O)NCC3CCCO3)n2)c1 (stereo unspecified)	i	1.0	11%	-1.4%	1.7	972	-4%	-16	-4	i	53	7%	2.5%
COC(=O)NCC(c1ccco1)N1CCN(c2ccc(F)cc2)CC1 (stereo unspecified)	i	0.4	9%	-0.5%	-3.3	1091	20%	16	-3	i	45	5%	1.4%
CC(=O)N/C(=C\c1ccccc1)C(=O)OCc1ccc(F)cc1	i	1.3	3%	-0.5%	·	·	1%	·	·	i	2	-2%	-0.5%
CC(=O)N1C(=O)CC(C)N(C(C)=O)c2ccc([N+](=O)[O-])cc21 (stereo unspecified)	i	0.4	10%	-0.3%	-0.2	1066	1%	-11	0	i	33	13%	1.0%
COc1ccc2nc(NC(=O)CSc3nnc(C)s3)sc2c1	i	0.9	2%	0.8%	·	·	-8%	-3	2	i	53	-1%	1.5%
Cc1ccc2ncccc2c1[N+](=O)[O-]	i	0.4	4%	0.1%	0.5	1061	11%	9	7	i	42	10%	4.5%
CON(C)c1nc(Oc2ccc(=O)[nH]n2)nc(N(C)C)n1	i	0.4	-4%	0.0%	-0.7	923	16%	6	-13	i	41	-1%	0.1%
O=C(N=C1c2ccccc2CN1c1cccc(Cl)c1)c1cccnc1	i	0.6	13%	-1.0%	-1.6	1078	-4%	9	14	i	51	-2%	3.1%
COc1cc([N+](=O)[O-])ccc1NC(=O)CC1SC(=Nc2ccc(F)cc2)N(CCC2=CCCCC2)C1=O (stereo unspecified)	i	0.3	8%	-1.3%	2.0	1040	-11%	1	5	i	45	17%	?
N#Cc1c(SCC(=O)Nc2nc3ccccc3s2)sc2c(O)cc(=O)[nH]c12	i	1.3	·	·	·	·	·	·	·	i	18	12%	-0.7%
CCCOc1ccc(C(=O)NCCN2CCOCC2)cc1	i	0.4	13%	-0.4%	·	·	-7%	·	·	i	54	13%	2.1%
COC(=O)C1=C(C(=O)OC)[C@@H]2N(C)c3ccccc3[C@@]23C[C@@H](CO)N(C(=O)NCCBr)C3=N1	i	2.1	-3%	0.0%	1.8	1141	2%	·	·	i	25	9%	-2.0%
Oc1ccc(-c2nc3ncccn3c2Nc2ccc3c(c2)OCCO3)cc1	i	0.4	13%	-0.1%	-9.3	1135	4%	-3	-33	i	33	12%	2.4%
CCCOc1ccccc1Nc1nnc(C)c(=O)[nH]1	i	0.8	2%	-0.1%	-0.3	1112	2%	7	1	i	32	8%	0.9%
Fc1ccc(-c2nnc(N3CCOCC3)c3ccccc23)cc1F	i	0.2	-1%	-0.8%	·	·	10%	·	·	i	32	11%	5.0%
N#CCCn1c(Cl)nc2ccccc21	i	10	4%	0.0%	-3.3	717	9%	1	11	i	21	1%	-0.4%
CCOC(=O)Cn1c(=O)c(-c2ccccc2NC)nc2ccccc21	i	1.3	4%	-0.2%	·	·	-11%	9	0	i	47	4%	0.1%
CC(=O)Nc1cccc(N/C(N)=N/c2nc(C)cc(C)n2)c1	i	0.1	·	0.3%	-0.5	1007	·	-7	-12	i	61	5%	0.7%

High-throughput results from PubChem.
